Hep lipid drop: modulators of hepatic lipid droplet formation. AML12 mouse hepatocytes, oleate lipid droplets, BODIPY imaging. inhibition, % at 6.5 µM. 0.4% of 240,000 active;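 active = lipid droplet intensity inhibited by at least 50%, with more than 500 cells counted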
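Test system: AML12 mouse liver cells; schedule: overnight exposure; technique: high-content imaging of BODIPY-stained droplets and DAPI nuclei; read-out: % inhibition of corrected integrated BODIPY droplet signal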
MgcRacGAP inhibition: MgcRacGAP GTPase-activating activity inhibitors, confirmation, biochemical, ADP Hunter fluorescence; MgcRacGAP-stimulated Rac1 GTP hydrolysis, ADP Hunter fluorescence; higher % means a stronger effect; GST-tagged Rac1 F28L mutant substrate; inhibition, % at 30 µM, or IC50 in µM where a hit was titrated; 0.6% of 340,000 active;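 active = first-screen hits whose inhibition reached a set limit at any dose in the follow-up dose series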;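 note: fluorescence reports GDP produced by GAP-driven GTP hydrolysis; strong numbers were not always called active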
GPR55 activation: GPR55 agonists via beta-arrestin recruitment, primary screen, imaging, U2OS cells, beta-arrestin-GFP redistribution (AID 1961); U2OS GPR55 beta-arrestin-GFP redistribution imaging; higher % means a stronger effect; activation, % at 10 µM; hits with a dose series show EC50 in µM; 0.048% of 290,000 active;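 active = activation above 40% with more than 50 cells counted in the well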;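 note: U2OS osteosarcoma cells stably expressing GPR55 and beta-arrestin-GFP; plate controls were DMSO negative control for no effect and LPI positive control for full effect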
LYP inhibition: inhibitors of LYP phosphatase, biochemical, fluorescence intensity, uHTS (AID 1779); recombinant LYP phosphatase, fluorescence intensity; higher % means a stronger effect; inhibition, % at 11.5 µM; hits with a dose series show IC50 in µM; 0.054% of 290,000 active; in the data active = inhibition above about 50%;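 note: plate controls were vehicle with enzyme for no effect and no enzyme for full effect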
GPR55 LPI antagonism: GPR55 antagonists blocking LPI-driven arrestin recruitment, primary screen, imaging, U2OS, beta-arrestin-GFP, LPI agonist (AID 2013) | U2OS GPR55 beta-arrestin-GFP translocation imaging, LPI antagonism; higher % means a stronger effect | inhibition, % at 10 µM, or IC50 in µM where a hit was titrated | 0.13% of 290,000 active;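 active = spots per cell inhibited over 60%, with over 100 cells counted and total cytoplasm intensity under 500,000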;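 note: U2OS cells stably carrying GPR55 and arrestin-GFP stimulated by 5 µM LPI near EC80; imaged beta-arrestin-GFP aggregate spots per cell after agonist stimulation; plate controls were LPI-stimulated DMSO wells for no effect and DMSO wells without LPI for full effect; some results filed as inactive read as strong as hits; confirmed hits need IC50 under 10 µM and bright autofluorescent wells are also inconclusive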
T cell modulator: T cell immune modulators affecting CD8 T cell-vesicle binding; 2C CD8+ T cell-vesicle binding, flow cytometry; stronger effect = lower value; calls only at 7 µM; 0.068% of 330,000 active; AID 2052;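 active = response, share of CD8 T cells binding vesicles, and their 90th percentile fluorescence all below set limits, cut at about 80% in these data, passing the limit was not always enough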
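Material: murine 2C transgenic CD8+ T lymphocytes / Also added: QL9-peptide-loaded Drosophila micro-vesicles bearing Ld, ICAM-1 and B7-1 / Schedule: binding step 1.5 h, 37 °C, antibody labelling 20 min, ice / Signal: flow cytometry, PE anti-B7-1 (FL2) versus Alexa647 anti-CD8 (FL8), PFA-fixed / Evaluation: percent CD8+ FL2 mean versus row control / Benchmarks: naked versus QL9-loaded vesicles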
NTR1 agonist: NTR1-driven beta-arrestin-GFP spot formation – imaging, U2OS cells, high content, primary screen (AID 493036). P30989. agonist mode. activation, % at 20 µM. 0.17% of 330,000 active;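 active = activation at or above 40% of the spot to cytoplasm intensity ratio, with at least 20 cells analyzed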;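 note: 0% = DMSO without peptide and 100% = 100 nM NTR1 peptide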
Target sequence (P30989 whole entry, looked up): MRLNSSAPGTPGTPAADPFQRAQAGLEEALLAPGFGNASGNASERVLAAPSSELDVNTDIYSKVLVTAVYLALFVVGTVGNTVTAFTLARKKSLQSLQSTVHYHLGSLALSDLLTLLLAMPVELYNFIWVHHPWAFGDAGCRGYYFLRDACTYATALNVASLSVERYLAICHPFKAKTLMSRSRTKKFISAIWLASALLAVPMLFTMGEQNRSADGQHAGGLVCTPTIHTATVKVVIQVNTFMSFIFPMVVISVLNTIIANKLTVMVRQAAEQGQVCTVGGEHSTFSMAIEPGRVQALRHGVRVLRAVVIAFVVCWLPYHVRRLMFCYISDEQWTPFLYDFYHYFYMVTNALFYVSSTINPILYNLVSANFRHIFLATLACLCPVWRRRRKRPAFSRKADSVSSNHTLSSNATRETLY
Large T inhibition: SV40 large T antigen inhibitors, biochemical (AID 1903); SV40 large T antigen ATPase/helicase inhibition assay; higher % means a stronger effect; inhibition, % at 20 µM; hits with a dose series show IC50 in µM; 0.39% of 310,000 active; in the data active = a potency from the dose series; note: strong numbers were not always called active
GPR35 arrestin U2OS: inhibition of zaprinast-stimulated GPR35 beta-arrestin translocation – imaging, U2OS, beta-arrestin-GFP, zaprinast agonist, primary screen (AID 2058); U2OS GPR35 beta-arrestin-GFP translocation imaging, zaprinast antagonism; higher % means a stronger effect; one-dose inhibition, % at 10 µM; IC50 in µM for titrated hits; 0.052% of 290,000 active;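 active = inhibition of at least 50% with at least 30 cells and total cytoplasm GFP at most 10,000,000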
Hep lipid drop cells 6.5 µM: also measured in Hep lipid drop; calls as there; cell count; measured here: cell count, cytotoxicity flag;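 cells counted across two imaged fields per well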
T cell modulator vesicle-bound %: recorded beside T cell modulator, whose call it bears; double positive events, %; measured here: CD8+ vesicle-bound cell fraction;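 binding gate set so that unloaded-vesicle control wells show 10% double positive cells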
NTR1 agonist cell count 20 µM: further read-out of NTR1 agonist, marked with its call; cell count; measured here: cell count, cytotoxicity flag
Numbers without * were called inactive; i = inactive; · = not tested or not shown.

SMILES	Hep lipid drop	Hep lipid drop cells 6.5 µM	MgcRacGAP inhibition	GPR55 activation	LYP inhibition	GPR55 LPI antagonism	T cell modulator	T cell modulator vesicle-bound %	NTR1 agonist	NTR1 agonist cell count 20 µM	Large T inhibition	GPR35 arrestin U2OS
CC(C)CCn1c(=O)c2ccccc2n2c(COC(=O)c3ccc(S(=O)(=O)N(C)C)cc3)nnc12	·	·	·	-0.2%	-4.8%	1.1%	·	·	·	·	·	16.1%
O=C(Cn1c(=O)cnc2ccccc21)N1CCN(S(=O)(=O)c2ccc(F)cc2)CC1	·	·	5.3%	·	·	·	i	32.0	-0.1	51	18.1%	·
O=C(CC(Cc1ccccc1)C(=O)O)Nc1ccccc1 (centres undefined)	-8.9	801	9.0%	0.0%	-6.5%	0.6%	i	54.9	0.4	82	5.4%	-17.1%
O=Cc1ccc(O)cc1O	-1.5	823	3.1%	0.2%	-5.4%	-15.4%	i	33.7	-2.2	88	18.0%	10.5%
CCCn1c(NC(=O)CSCC(=O)Nc2cc(C)on2)nc2ccccc21	·	·	7.5%	·	·	·	i	55.5	2.3	48	6.5%	·
CCCOc1c(Br)cc(C(N)=O)cc1OCC	0.3	720	4.3%	-0.1%	-1.2%	-10.8%	i	54.5	0.9	81	-2.7%	-6.7%
CC1(C)Cc2noc(N)c2C(C)(C)N1O	-3.3	768	-1.9%	0.5%	1.9%	-6.5%	i	27.2	5.4	102	15.6%	3.7%
CC(/C=C/c1ccco1)=N\NC(=O)c1cccc(Cl)c1	1.7	661	6.0%	-0.2%	5.4%	15.2%	i	6.4	3.6	67	11.8%	3.9%
Cc1cccc2sc(N3CCN(C(=O)c4cccs4)CC3)nc12	·	·	8.5%	·	·	·	i	58.2	0.2	78	8.0%	·
CCNC(=O)Nc1cc(OC)c(OC)cc1C(=O)O	1.9	736	0.8%	-0.2%	-9.8%	3.1%	i	28.4	0.2	49	7.9%	2.8%
OCCC1CN(Cc2cn[nH]c2C2CCCCC2)CCN1Cc1ccccc1 (centres undefined)	5.4	640	-2.0%	0.2%	-1.1%	12.9%	i	27.0	-0.9	60	13.8%	12.7%
Cc1ccc(NC(=O)CS(=O)CC(=O)NCCCc2ccccc2)cc1Cl (centres undefined)	·	·	1.0%	0.3%	5.2%	-5.8%	i	37.0	-0.2	43	12.5%	6.4%
CCCC(=O)NC(=S)Nc1ccc(C(C)=O)cc1	13.6	701	3.3%	0.4%	-9.9%	-0.5%	i	29.8	0.0	29	14.9%	-0.7%
CCC(=O)c1cn(CCOc2ccccc2OC)c2ccccc12	-19.4	813	3.7%	-0.1%	-7.2%	-7.8%	i	47.6	0.3	53	5.5%	4.4%
CCC(C)n1c(-c2cc(OC)c(OC)c(OC)c2)nc2nc3ccccc3nc21 (centres undefined)	-48.3	549	·	0.0%	3.8%	-4.9%	i	41.9	-3.7	105	18.2%	11.9%
CC1CCc2c(sc(NC(=O)COC(=O)c3ccc(NC(=O)CC#N)cc3)c2C#N)C1 (centres undefined)	·	·	10.6%	·	·	·	i	10.7	6.9	52	7.5%	·
N#Cc1cc(-c2ccccc2)cnc1Sc1ccccc1	·	·	-2.1%	-0.3%	-0.1%	-4.5%	i	39.8	2.7	89	-4.9%	-2.2%
COc1ccc(NC2CCCN(C(=O)c3cccc(N4CCNC4=O)c3)C2)cc1 (centres undefined)	-3.5	716	75.2µM*	-0.1%	-4.2%	12.7%	i	27.3	0.4	56	31.6%	0.7%
Cc1cnc(C(=O)Oc2cccc(Cl)c2Cl)cn1	-5.2	822	1.8%	-0.2%	-6.2%	1.4%	i	29.1	-0.4	39	12.9%	-9.2%
COc1ccc(C(=O)N2CCN(C(=O)C3COc4ccccc4O3)CC2)cc1 (centres undefined)	-8.6	419	8.4%	-0.1%	-7.0%	-8.9%	i	16.1	0.6	58	90.2%	11.6%
CCC1CCC(C(=O)NNC(=O)c2cc(-c3ccco3)[nH]n2)CC1 (centres undefined)	6.7	682	13.7%	-0.3%	-0.5%	1.6%	i	29.9	1.4	47	11.1%	-3.8%
CCOC(=O)c1c(C)n(CCNC(C)=O)c2ccc(OC)cc12	-0.4	801	8.4%	0.2%	3.4%	1.3%	i	52.6	-0.3	72	14.9%	9.9%
CCN(CC(=O)Nc1ccc(N2CCOCC2)cc1)C(=O)c1ccc(C#N)cc1	4.6	690	4.1%	0.2%	0.3%	11.8%	i	42.8	-1.5	57	7.5%	8.7%
COc1cc(OC)cc(C(=O)NNC(=O)CN2C(=O)NC(C)(c3ccc(C)cc3)C2=O)c1 (centres undefined)	·	·	5.8%	·	·	·	i	44.5	0.1	68	11.4%	·
COCCNC(=O)C1=C(N)C(C(=O)Nc2ccc(C)c(S(=O)(=O)N3CCCCC3)c2)SC1=Nc1ccc(C)cc1C (centres undefined)	-17.0	785	1.8%	-0.2%	2.3%	7.0%	i	75.0	2.4	44	21.3%	-4.9%
CN(C)c1ccc(C(C#N)c2ccccc2)nn1 (centres undefined)	13.9	732	1.0%	0.0%	-5.8%	-4.7%	i	64.5	1.5	52	14.3%	-3.7%
Cc1cc(C)c(NC(=O)CSc2nc3ncc(Br)cc3[nH]2)c(Cl)c1	22.4	768	3.3%	0.6%	-10.4%	-14.0%	i	29.1	0.2	48	7.0%	20.6%
CC[n+]1ccc(C)c2cc(P(=O)(c3ccccc3)c3ccccc3)ccc21	21.4	692	-1.3%	-0.1%	-6.5%	6.8%	i	50.2	-1.1	66	14.1%	10.4%
Cc1ccc(NC(=O)/C(C#N)=C/c2ccc(C)s2)c(C)c1	-0.4	760	8.7%	0.3%	-6.1%	2.7%	i	25.6	5.9	56	2.8%	5.6%
COC(=O)CN(c1cccc(C(C)=O)c1)S(C)(=O)=O	-2.2	784	-5.2%	0.0%	2.1%	-4.5%	i	21.4	-0.4	57	10.7%	-10.4%
Cc1sc2nc(CN3CCCC3)nc(N3CCC(C(N)=O)CC3)c2c1C	13.6	787	6.7%	-0.1%	-2.0%	-2.0%	i	38.3	0.1	64	11.1%	2.8%
O=C(Nc1cccc(-c2nc3cc(Cl)ccc3o2)c1)C1CCCO1 (centres undefined)	5.3	764	9.8%	-0.1%	5.9%	-0.4%	i	66.4	0.9	52	-8.0%	8.1%
O=C(NCc1cccs1)c1cccc(Nc2nc3ccc(Br)cc3[nH]2)c1	25.6	609	5.6%	0.3%	-3.8%	0.6%	i	33.4	18.2	43	-1.6%	-8.3%
COc1ccc(N(CC(=O)Nc2cccc(C(=O)O)c2)S(=O)(=O)c2c(C)noc2C)cc1	·	·	6.8%	-0.1%	-10.1%	3.8%	i	44.6	-0.9	96	8.9%	5.3%
O=C(Cn1c(=O)[nH]c2ccsc2c1=O)N1CCN(c2ccc(F)cc2)CC1	5.3	722	·	-0.1%	-6.5%	1.1%	i	10.0	0.2	67	-3.4%	12.4%
CC1=CC2CC1C1C(=O)N(c3ccc(S(=O)(=O)Nc4nc(C)cc(C)n4)cc3)C(=O)C21 (centres undefined)	3.0	609	6.7%	0.5%	-5.0%	2.6%	i	17.8	-1.6	65	6.2%	18.3%
Cc1cc(C)nc(NS(=O)(=O)c2ccc(NC(=O)c3ccc(N4C(=O)CCC4=O)cc3)cc2)n1	-5.8	617	-9.0%	0.2%	-6.6%	3.0%	i	14.1	-1.5	62	-1.7%	-2.8%
COc1cccc2cc(-c3ccnc(N)n3)oc12	9.5	733	10.7%	0.2%	-2.5%	4.0%	i	21.0	1.2	61	7.1%	-9.8%
O=C(N1CCCCC1)C1(c2ccccc2)CCOCC1	·	·	6.7%	-0.1%	-9.2%	17.0%	i	40.2	-2.3	49	2.6%	-14.6%
CC1(c2nnc(-c3ccncc3)o2)CC(c2ccc([N+](=O)[O-])cc2)=NO1 (centres undefined)	·	·	4.1%	-0.2%	-11.6%	-9.1%	·	·	1.2	53	·	7.7%
COc1ccc(N2CC(NC(=O)N3CCN(C(=O)c4ccco4)CC3)CC2=O)cc1OC (centres undefined)	·	·	9.4%	·	·	·	i	47.6	1.1	66	9.1%	·
O=C(Nc1ccccc1C(=O)NCc1ccccc1)c1ccco1	-40.0	671	6.6%	-0.2%	0.9%	5.2%	i	14.0	-1.2	47	-2.0%	-15.9%
O=C(O)c1ccc(/C=N/Nc2ccc(Cl)nn2)cc1	-6.7	730	6.6%	0.3%	-7.0%	-3.2%	i	44.2	-3.4	40	-3.6%	-16.5%
CCCc1cc(=O)oc2c3c(cc(OCC(=O)NCC4CCC(C(=O)O)CC4)c12)OC(C)(C)CC3 (centres undefined)	·	·	2.8%	-0.1%	-11.0%	11.9%	i	52.4	0.9	98	1.7%	-3.1%

Grouped by structure, the entries above with a cyano group.
SMILES	Hep lipid drop	Hep lipid drop cells 6.5 µM	MgcRacGAP inhibition	GPR55 activation	LYP inhibition	GPR55 LPI antagonism	T cell modulator	T cell modulator vesicle-bound %	NTR1 agonist	NTR1 agonist cell count 20 µM	Large T inhibition	GPR35 arrestin U2OS
CC1CCc2c(sc(NC(=O)COC(=O)c3ccc(NC(=O)CC#N)cc3)c2C#N)C1 (centres undefined)	·	·	10.6%	·	·	·	i	10.7	6.9	52	7.5%	·
N#Cc1cc(-c2ccccc2)cnc1Sc1ccccc1	·	·	-2.1%	-0.3%	-0.1%	-4.5%	i	39.8	2.7	89	-4.9%	-2.2%
CCN(CC(=O)Nc1ccc(N2CCOCC2)cc1)C(=O)c1ccc(C#N)cc1	4.6	690	4.1%	0.2%	0.3%	11.8%	i	42.8	-1.5	57	7.5%	8.7%
CN(C)c1ccc(C(C#N)c2ccccc2)nn1 (centres undefined)	13.9	732	1.0%	0.0%	-5.8%	-4.7%	i	64.5	1.5	52	14.3%	-3.7%
Cc1ccc(NC(=O)/C(C#N)=C/c2ccc(C)s2)c(C)c1	-0.4	760	8.7%	0.3%	-6.1%	2.7%	i	25.6	5.9	56	2.8%	5.6%
